aSyn UTR inh: MLPCN primary screen, SNCA 5' untranslated region. alpha-synuclein 5'UTR reporter, inhibitor activity. inhibition, % (tested at 7.5 µM). 300,000 compounds, 0.82% hits. AID 1813, 2009; in the data active = inhibition above about 60%;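 note: H4 neuroglioblastoma cells stably carrying SNCA 5'UTR luciferase fusion; 0% = DMSO wells and 100% = positive control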
TRPC4 block: inhibitors of mouse TRPC4 channel, primary screen, Fluo4 calcium, HEK293 TRPC4beta/mu-opioid cells. Short transient receptor potential channel 4 (Mus musculus), Q9QUQ5. DAMGO-evoked Fluo4 calcium flux; active compounds read low. B-score at 10 µM. 300,000 compounds, 0.39% hits. AID 2247, 2010;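 active = B-score over 3 SD under the library average, no early fluorescence shift, positive overall ratio signal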
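Test system – stable TRPC4beta/mu-opioid receptor HEK293 cells · Probe or stimulus – DAMGO, a submaximal dose followed by a maximal one · Dosing – one concentration per compound · Signal – Fluo4 calcium fluorescence by kinetic imaging, 5 s 1 Hz baseline · Evaluation – per-well B score of integrated baseline-normalized Fluo4 ratio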
KLF5 inh: KLF5 expression inhibitors, primary screen, DLD-1 cells, luminescence | 290,000 compounds, 0.23% hits | inhibition, % at 5 µM | DLD-1 KLF5 promoter-luciferase reporter;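 active = inhibition above a per-plate limit of that plate's mean compound inhibition plus 3 SD, cut at about 60% in these data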;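 note: 0% = DMSO wells and 100% = LY294002 at 200 µM; higher means less KLF5 promoter-driven luciferase light; inactives centre near -14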
HIF activator: HIF pathway transcriptional activators, primary screen, cell-based, U2OS HRE-luciferase, luminescence | activation, % at 7.5 µM (by protocol) | U2OS HRE-luciferase reporter; normalized: DMSO 0%, desferrioxamine 100% | 300,000 compounds, 0.32% hits;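 active = mean activation of at least 10% of the iron chelator positive control signal, with at least half of replicates also reaching 10%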
IEC-6 cytotox: cytotoxicity in IEC-6 intestinal epithelial cells, primary screen, cytotoxicity control for KLF5 inhibitor project, cell-based, luminescence. IEC-6 cytotoxicity, luminescence viability. inhibition, % at 5 µM. 290,000 compounds, 0.78% hits. AID 1825, 2009; in the data active = inhibition above about 22%;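 note: 0% = plate median of test compound wells and 100% = cytotoxic reference compound wells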
TRPC6 inhibitor: mouse TRPC6 channel inhibitors, primary screen, cell-based, HEK293, membrane potential dye. Short transient receptor potential channel 6 (Mus musculus), Q61143. ACh-evoked depolarization; active compounds read low. B-score at 10 µM. 310,000 compounds, 1.1% hits;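 active = B-score under library mean minus 3 SD, initial fluorescence not abnormally high, positive integrated signal ratio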;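 note: B-score derived from integrated fluorescence ratio over the kinetic read; more negative B-score means stronger inhibition of depolarization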
TRPC4 PAM: positive allosteric modulators of TRPC4, primary screen, cell-based, mouse TRPC4beta, HEK293 mu-opioid, Fluo-4 calcium. DAMGO EC20, Fluo-4 Ca2+ flux; active compounds read high. B-score at 10 µM. 310,000 compounds, 0.42% hits. AID 2227, 2009;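 active = B-score of calcium response area above 5 SD of library B-scores, with initial fluorescence ratio within 5 SD of library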;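 note: B-score of integrated fluorescence ratio over time as area under calcium response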
MrgX1 antag: antagonists of human MrgX1 receptor, primary screen, HEK293 cells, Fluo-4 calcium flux. B-score at 10 µM. 310,000 compounds, 1.3% hits. Mas-related G-protein coupled receptor member X1 (Homo sapiens), Q96LB2. BAM8-22 antagonism; active compounds read low. AID 588676, 2011;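 active = calcium-response B-score plate-corrected more than 3 library SD below zero, starting fluorescence within 5 deviations, no agonist response on first addition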;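 note: peak minus trough fluorescence over baseline after final BAM8-22 challenge near maximal dose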
Target sequence (Q96LB2 whole entry, looked up): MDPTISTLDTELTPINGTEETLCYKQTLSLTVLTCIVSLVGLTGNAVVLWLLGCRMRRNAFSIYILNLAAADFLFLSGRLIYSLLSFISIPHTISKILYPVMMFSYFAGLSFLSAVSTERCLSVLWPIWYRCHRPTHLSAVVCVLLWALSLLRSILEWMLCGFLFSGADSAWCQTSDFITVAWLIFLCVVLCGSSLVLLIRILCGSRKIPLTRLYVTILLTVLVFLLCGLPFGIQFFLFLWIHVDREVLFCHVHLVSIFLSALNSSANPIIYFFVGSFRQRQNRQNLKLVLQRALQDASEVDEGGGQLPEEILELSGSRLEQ
SKKanGAS inh: S. pyogenes SKKanGAS growth inhibitors in kanamycin, primary screen, streptokinase expression inhibitor project, SKKanGAS strain, BacTiter-Glo luminescence. inhibition, % at 7.5 µM. 6 h. 300,000 compounds, 1.3% hits. AID 1662, 2009;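 active = mean replicate score, as percent of positive control median, at least 50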;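 note: strain carries kanamycin resistance gene driven by streptokinase promoter and grows in 40 µg/ml kanamycin; loss of luminescence reflects streptokinase promoter inhibition or plain growth inhibition; 0% = median of DMSO wells and 100% = positive control at its reference dose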
TRPC6 activator: mouse TRPC6 channel activators, primary screen, cell-based, HEK293, membrane potential dye. Short transient receptor potential channel 6 (Mus musculus), Q61143. HEK293-TRPC6 membrane potential dye fluorescence; active compounds read high. B-score at 10 µM. 310,000 compounds, 0.13% hits. AID 2550, 2010;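 active = B-score of the integrated fluorescence ratio above library mean plus 3 SD, and starting fluorescence ratio within library mean plus 5 SD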;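 note: higher score means more depolarization so channel activation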
TRPC4 act: activators of mouse TRPC4 channel, primary screen, Fluo4 calcium, HEK293 TRPC4beta/mu-opioid cells; 310,000 compounds, 0.49% hits; B-score at 10 µM; Fluo4 calcium fluorescence; active compounds read high;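 active = B-score above 5 SD of library B-scores, and initial fluorescence ratio not above library mean plus 5 SD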;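 note: positive B-score marks a calcium rise read as TRPC4 activation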
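Assay system: HEK293 cells stably co-expressing mouse TRPC4beta and mu-opioid receptor / Timing: Fluo4 dye loading 45 min at room temperature, 110 s recording / Signal: Fluo4 calcium-sensitive dye fluorescence, kinetic, 1 Hz baseline / Read-out: integrated baseline-normalised fluorescence ratio, converted to per-well B score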
Active calls of the source: *; i = inactive; · = no result given.

SMILES	aSyn UTR inh	TRPC4 block	KLF5 inh	HIF activator	IEC-6 cytotox	TRPC6 inhibitor	TRPC4 PAM	MrgX1 antag	SKKanGAS inh	TRPC6 activator	TRPC4 act
CN(C)S(=O)(=O)c1ccc(Cl)c(NC(=O)CN2CCNC(=O)C2)c1	-27	i	-23	-0.3	-6	i	i	i	-9	i	i
S=C(Nc1ccccc1)N(CCN1CCOCC1)Cc1cccc(Cl)c1	18	i	-9	-0.3	-6	i	i	i	-3	i	i
C/C=C/c1ccc(OCC(=O)Nc2cc(S(=O)(=O)N3CCOCC3)ccc2N2CCCC2)c(OC)c1	16	i	·	-0.2	·	i	i	i	-7	i	i
COC(=O)c1c(NC(=O)CN2CCN(C(=O)c3ccco3)CC2)c2cc(C)ccc2n1C	30	i	12	-0.6	-1	i	i	i	7	i	i
Cc1ccc2c(SCC(=O)NCc3ccco3)nc(-c3ccc(F)cc3)nc2c1	-41	i	-6	-0.1	2	i	i	i	-17	i	i
O=C(CSC1=NS(=O)(=O)c2cc(F)ccc2N1)Nc1cccc(F)c1	9	i	·	0.4	·	i	i	i	2	i	i
CNc1nnc(CSc2nc(C)cc(C)n2)s1	·	i	-17	·	8	i	i	i	-4	i	i
Cn1nc(CC(=O)Nc2cccnc2N2CCOCC2)c2ccccc2c1=O	1	i	·	0.8	·	i	i	i	-3	i	i
CC(C)[C@H](NC(=O)c1cccc(CN(Cc2ccccc2)C(=O)c2ccccc2)c1)C(=O)O	-1	i	·	0.4	·	i	i	i	7	i	i
O=C(Cc1cccc2ccccc12)OCn1nnc2ccccc2c1=O	-18	i	-8	-0.2	0	i	i	i	-2	i	i
CC(C)(C)CC(=O)Nc1ccccc1N1CCN(c2ccc(F)cc2)CC1	24	i	-10	-0.4	-18	i	i	i	22	i	i
CCOc1ccc(/C=N/OCC(=O)Nc2ccc(OCc3ccccc3)cc2)cc1OC	-19	i	-8	0.2	-4	i	i	i	10	i	i
CCn1c(CN2CCOCC2)nnc1SCC(=O)Nc1ccc(C)cc1	10	i	-4	-0.7	3	i	i	i	-2	i	i
CC(c1ccco1)N(C(=O)C12CC3CC(CC(C3)C1)C2)c1ccccn1 (stereo unspecified)	11	i	6	-0.4	-1	i	i	i	4	i	i
c1ccc(-c2nnc(CN3CCC4(CC3)OCCO4)o2)cc1	-2	i	-8	0.1	0	i	i	i	-2	i	i
COc1ccc2cc(C(C)c3nc4ccccc4c(=O)n3N)ccc2c1 (stereo unspecified)	-15	i	-11	-0.4	3	i	i	i	4	i	i
COc1ccc(CC(=O)O/N=C(\N)c2cccc([N+](=O)[O-])c2)cc1	-4	i	-4	-0.1	0	i	i	i	-2	i	i
O=C(COC(=O)c1cc(Cl)ccc1O)NCCNC(=O)COC(=O)c1cc(Cl)ccc1O	4	i	-22	-0.2	2	i	i	i	-1	i	i
CCC(C)(C)NC(=O)C(c1ccc(OC)cc1)N(CC1CCCO1)C(=O)CCC(=O)Nc1cc(C)on1 (stereo unspecified)	7	i	-43	-0.2	0	i	i	i	0	i	i
CS(=O)(=O)NNC(=O)C1Cc2c(ccc3ccccc23)O1 (stereo unspecified)	-7	i	3	0.8	-2	i	i	i	-4	i	i
CC1(c2ccccc2)CC(c2ccccc2)=Nc2ccccc2N1 (stereo unspecified)	-104	i	-65	3.2	1	i	i	i	1	i	i
COc1ccc(OCc2n[nH]c(=S)n2N)cc1	-14	i	-22	-1.1	-9	i	i	i	6	i	i
CC(C)n1c(N2CCN(CC(=O)Nc3ccc4c(c3)OCCO4)CC2)nc2ccccc21	-2	i	12	-0.4	2	i	i	i	15	i	i
COc1ccccc1NC(=O)COC(=O)CCS(=O)(=O)c1ccc(C)cc1	-12	i	-22	-1.1	-2	i	i	i	-2	i	i
O=C(NNC(=S)Nc1ccccc1)c1cccc(Br)c1	-95	i	-65	3.6	1	i	i	i	7	i	i
O=C(Cn1c(SCC(=O)NC2CCCC2)nnc1-c1ccncc1)Nc1ccc2c(c1)OCO2	-12	i	12	0.1	3	i	i	i	18	i	i
Cc1ccc(C2=C/C(=C\c3cccnc3)C(=O)O2)cc1	-3	i	-5	0.0	1	i	i	i	0	i	i
Cc1ccc(O)c(C=Nc2ccc3[nH]ncc3c2)c1	7	i	-10	0.1	-6	i	i	i	2	i	i
CC1=C(C(=O)NCc2ccc(Cl)cc2)C2(CCC(C)CC2)OC1=O (stereo unspecified)	-1	i	-25	0.1	-1	i	i	i	-2	i	i
COc1cc(/C=c2\sc3n(c2=O)CCCN=3)ccc1O	-102	i	-35	0.6	2	i	i	i	10	i	i
COc1ccc(C(C(=O)OCCN(C)C)c2ccccc2)cc1 (stereo unspecified)	-2	i	5	0.2	-8	i	i	i	3	i	i
O=C1COc2ccccc2CN1	-8	i	-19	-0.5	2	i	i	i	-7	i	i
COc1ccc(S(=O)(=O)Nc2cc3c4c(oc3c3ccccc23)CC(C)(C)CC4=O)cc1	-49	i	-2	0.6	2	i	i	i	53*	i	i
C=CCNC(=S)NNC(=O)c1cccc(Br)c1	8	i	-10	-0.1	0	i	i	i	-2	i	i
CCOc1cc(/C=N/NC(=O)c2cccnc2)cc(Br)c1OCC(N)=O	-11	i	-12	-1.1	7	i	i	i	20	i	i
Cc1ccc(CCNS(=O)(=O)c2c(C)nc3sccn3c2=O)cc1	-6	i	-12	-0.2	3	i	i	i	-6	i	i
CCOC(=O)c1c(C)nc(-c2ccccc2)nc1NC(=O)CC	-87	i	-49	1.6	0	i	i	i	-1	i	i
O=C(/C=C/c1ccc(OC2CSC2)cc1)c1ccc(Cl)cc1	-6	i	5	0.6	4	i	i	i	-6	i	i
O=C(O)C1CCC(=O)N1Cc1ccc(F)cc1 (stereo unspecified)	37	i	-15	-1.3	-1	i	i	i	-2	i	i
COc1cc2c(cc1NC(=O)CC1SC(N3CCCC3)=NC1=O)oc1ccccc12 (stereo unspecified)	-20	i	-10	0.8	13	i	i	i	3	i	i
Cn1c(SCc2ccccc2F)nnc1-c1cnccn1	-187	i	-92	2.8	0	i	i	i	4	i	i
CCOC(=O)C1=C(C)N(CCCC(=O)O)C(=O)NC1c1ccc(OC)cc1 (stereo unspecified)	-12	i	2	0.7	1	i	i	i	1	i	i
COc1ccc(NS(=O)(=O)c2cccc(C(=O)N/N=C/c3cccs3)c2)cc1	15	i	-18	0.2	-4	i	i	i	-2	i	i
CCOC(=O)N1CCC(NC(=O)c2ccc3c(c2)sc2nc(-c4cccc(OC)c4)cn23)CC1	-213	i	-15	5.9	0	i	i	·	31	i	i
Cc1ccnc2nc(C(=O)OCCOc3ccc(Cl)cc3)nn12	5	i	-22	-0.1	-1	i	i	i	2	i	i

Limited to TRPC6 inhibitor and aSyn UTR inh, for 2 of the compounds above:
mol	TRPC6 inhibitor	aSyn UTR inh
CCOc1cc(/C=N/NC(=O)c2cccnc2)cc(Br)c1OCC(N)=O	i	-11
Cc1ccc(CCNS(=O)(=O)c2c(C)nc3sccn3c2=O)cc1	i	-6

Further records follow:
SMILES	aSyn UTR inh	TRPC4 block	KLF5 inh	HIF activator	IEC-6 cytotox	TRPC6 inhibitor	TRPC4 PAM	MrgX1 antag	SKKanGAS inh	TRPC6 activator	TRPC4 act
O=C(NC1CC2CCCC(C1)N2Cc1ccccc1)c1cccc(Cl)c1 (stereo unspecified)	16	i	-4	0.0	5	i	i	i	-1	i	i
CC(=O)Nc1ccc(NC(=O)COC(=O)c2cnccn2)cc1	-2	i	4	-0.5	-3	i	i	i	7	i	i
O=C(CCNS(=O)(=O)c1ccc(Cl)cc1)NCc1cccnc1	0	i	18	-0.3	9	i	i	i	-7	i	i
CC(=O)N1CCN(CC(=O)Nc2ccccc2Sc2ccc(Cl)cc2)CC1	-2	i	-20	0.0	-2	i	i	i	8	i	i
CCOc1cc(CNCc2ccc(C(=O)O)cc2)ccc1OC	1	i	1	0.2	-2	i	i	i	-3	i	i
COc1ccccc1-c1c(C)nn2c(N3CCOCC3)cc(C)nc12	2	i	-14	-11	-3	i	i	i	-2	i	i
O=C(CC1CCCCC1)NCc1ccco1	-20	i	-4	0.7	-2	i	i	i	1	i	i
O=c1[nH][nH]c(C(F)(F)F)c1C=Nc1cccc(Cl)c1	-35	i	-8	3.3	0	i	i	i	21	i	i
COc1ccc(N2CC(C(=O)N3CCC4(CC3)CC(=O)c3ccccc3O4)CC2=O)cc1 (stereo unspecified)	4	i	·	-1.9	·	i	i	i	-4	i	i
Cc1cc(C)nc(NC(=O)/C=C/c2ccccc2Cl)c1	-185	i	-44	2.4	-1	i	i	i	-2	i	i
O=c1[nH]c(CSc2nnc(-c3ccncc3)n2Cc2ccco2)nc2ccccc12	-29	i	3	-0.7	-6	i	i	i	1	i	i
CC(=NCCN1CCN(C(=S)Nc2ccccc2)CC1)C1=C(O)CC(C)(C)CC1=O	9	i	-20	0.3	-1	i	i	i	-13	i	i
Cc1noc(C)c1C(=O)N1CCCC(C(=O)c2ccc(Cl)cc2)C1 (stereo unspecified)	-11	i	-25	0.4	-2	i	i	i	-9	i	i
COc1ccc(CNc2ccc(N3CCOCC3)cc2)cc1	-55	i	-29	-5.4	7	i	i	i	-2	i	i
CCOC(=O)c1ccc(COC(=O)c2nonc2N)cc1	-5	i	-49	0.3	-4	i	i	i	3	i	i
CCOc1ccc(C(=O)NC(C(=O)NCC2CCCO2)C(C)C)cc1 (stereo unspecified)	20	i	-10	-0.3	0	i	i	i	0	i	i
COc1cc(C(=S)N2CCOCC2)cc(OC)c1OC(=O)c1ccc(F)cc1	5	i	-27	1.6	-3	i	i	i	-5	i	i
CNCc1ccccc1Sc1ccc(O)c(O)c1	26	i	-17	-0.4	-8	i	i	-5.7*	5	i	i
CCCCOc1ncnc2c1[nH]c1ccc(OCC)cc12	-27	i	-33	0.2	7	i	i	i	-2	i	i
NC(=O)c1ncc(C(F)(F)F)cc1Oc1cccnc1	12	i	-37	0.2	-2	i	i	i	-1	i	i

Compound activity (PubChem)
